GPR151 ag: human GPR151 activation. actives 1% (n = 650,000). activation, % at 11.2 µM. PathHunter beta-arrestin GPR151 cells, luminescence. Q8TDV0; in the data active means activation above about 4.9%;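 further: 0% = median of compound wells and 100% = cells with positive control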
Target sequence (Q8TDV0 whole entry, looked up): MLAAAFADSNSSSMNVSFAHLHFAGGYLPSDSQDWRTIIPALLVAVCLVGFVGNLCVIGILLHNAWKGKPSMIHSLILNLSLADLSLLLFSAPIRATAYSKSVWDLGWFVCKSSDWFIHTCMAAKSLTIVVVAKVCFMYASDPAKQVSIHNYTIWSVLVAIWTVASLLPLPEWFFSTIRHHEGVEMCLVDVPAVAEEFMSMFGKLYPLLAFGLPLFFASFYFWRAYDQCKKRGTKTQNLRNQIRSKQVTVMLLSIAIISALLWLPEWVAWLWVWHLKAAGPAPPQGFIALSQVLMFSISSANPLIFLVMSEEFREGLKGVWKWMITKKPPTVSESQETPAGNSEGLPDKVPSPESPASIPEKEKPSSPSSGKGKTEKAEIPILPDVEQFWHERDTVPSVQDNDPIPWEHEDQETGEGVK
MITF primary: inhibitors of human MITF | O75030 | AlphaScreen MITF homodimerization, bead proximity signal | inhibition, % at 2.6 µM | actives 0.91% (n = 650,000) | AID 1259374; in the data active means inhibition above about 50%;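 further: 0% = vehicle wells with protein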
Target sequence (O75030 whole entry, looked up): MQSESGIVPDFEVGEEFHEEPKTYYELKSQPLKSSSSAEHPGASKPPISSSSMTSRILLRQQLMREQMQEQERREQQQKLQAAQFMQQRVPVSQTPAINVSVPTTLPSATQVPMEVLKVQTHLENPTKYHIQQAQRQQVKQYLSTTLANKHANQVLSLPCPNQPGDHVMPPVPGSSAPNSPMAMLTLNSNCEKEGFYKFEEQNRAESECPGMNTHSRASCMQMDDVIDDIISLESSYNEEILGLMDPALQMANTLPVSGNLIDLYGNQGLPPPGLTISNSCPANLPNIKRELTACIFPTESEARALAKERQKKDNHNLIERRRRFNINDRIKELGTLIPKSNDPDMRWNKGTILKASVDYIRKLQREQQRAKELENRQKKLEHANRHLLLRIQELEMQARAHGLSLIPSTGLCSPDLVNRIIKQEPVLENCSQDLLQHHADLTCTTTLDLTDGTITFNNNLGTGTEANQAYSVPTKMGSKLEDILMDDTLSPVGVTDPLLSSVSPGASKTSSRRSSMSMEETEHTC
FBW7 activator: human FBW7 E3 ligase activation, primary screen; Q969H0; AlphaScreen FBW7–phospho-cyclin E peptide binding, activator screen; normalized activity (activation), % at 26.1 µM; actives 0.13% (n = 650,000); in the data active means normalized activity above about 1.9%;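 further: purified mutant Fbw7 with reduced substrate affinity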
TEAD-YAP inh: TEAD-YAP interaction inhibition; HEK-TIYL cells, TEAD-Gal4/YAP UAS-luciferase luminescence; inhibition, % at 9.12 µM; actives 1.4% (n = 640,000); AID 1259422; in the data active means inhibition above about 32%;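 further: 0% = median of test compound wells and 100% = reference inhibitor wells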
* marks the source's active call; other numbers are inactive results.

SMILES,GPR151 ag,MITF primary,FBW7 activator,TEAD-YAP inh
Fc1ccc(CSc2nc3ccccc3o2)c2ccccc12,1.4,-2,0.2,-24
CC1=C(C(=O)OC(C)C)C(c2cn(-c3ccccc3)nc2-c2ccc(Cl)cc2)C(C(=O)OC(C)C)=C(C)N1,2.5,-25,0.0,-11
NC(=O)c1ccc(-c2nc3ccc(C(=O)NCc4nc5ccccc5[nH]4)cc3s2)cc1,-1.3,8,-0.2,4
Cc1ccc(CCNCc2c(C(=O)O)n(C)c3ccccc23)cc1,0.3,8,0.2,7
Cc1ccccc1OCC(=O)NNC(=O)C(C(C)C)N1C(=O)c2ccccc2C1=O (stereo not given),1.7,-7,0.0,13
CC(C)CCC1=NN(C(=O)c2cccc(F)c2)C(O)(C(F)(F)F)C1 (stereo not given),0.0,1,0.0,-6
CS(=O)(=O)N(Cc1ccccc1Cl)c1ccc(C(=O)Nc2ccc(S(=O)(=O)N3CCCCC3)cc2)cc1,1.3,4,0.0,8
COc1cccc(NC(=O)NC2CCN(CC(=O)Nc3ccccc3[N+](=O)[O-])CC2)c1,1.3,0,-0.1,3
O=C(Nc1scc(-c2ccccc2)c1C(=O)O)c1ccccc1,-6.1,9,0.1,-13
COc1ccc(CC(=O)N2CCCCC2c2nc3ccccc3[nH]2)cc1 (stereo not given),-2.2,12,0.3,3
CC1CN(CCC(=O)NC(CCn2ccnc2)c2ccccc2)Cc2ccccc2O1 (stereo not given),0.8,-2,-0.2,2
COC(=O)c1ccc(OC(=O)c2ccc(S(=O)(=O)N3CC(C)CC(C)C3)cc2)cc1 (stereo not given),-0.9,3,0.5,3
O=C(Nc1ccc(Br)cc1)C1CCN(c2ncccn2)CC1,-0.8,11,0.2,3
O=C(O/C(=C/c1nc2ccccc2n1CCOc1ccc(Br)cc1)c1ccccc1)c1ccccc1,1.4,15,-0.1,2
COC(=O)Cn1c(SCC(=O)Nc2nccs2)nc2ccsc2c1=O,2.2,15,0.0,1
COc1cc(C(=O)N2CCN(c3ccc(Cl)cc3)CC2)cc(OC)c1OC,0.5,14,-0.1,3
COc1ccc(Cl)cc1NC(=O)c1cc(S(=O)(=O)N2CCc3ccccc32)cn1C,-0.5,-6,-0.2,4
Cc1ccc(N/N=C(\C#N)c2nc3ccccc3s2)cc1S(=O)(=O)N1CCOCC1,2.6,11,0.0,7
O=C(O)c1ccc(CN2C(=O)SC(Nc3ccccc3)C2=O)cc1 (stereo not given),2.2,12,0.6,14
COC(=O)Cn1c(C)c(CN2CCc3c(nc(C)[nH]c3=O)C2)c2ccccc21,0.3,11,0.2,1
Cc1cc(Cl)ccc1OCCCC(=O)NCCCN1CCOCC1,0.8,-4,0.0,-5
CC(=O)c1c(C(C)=O)c(C)n(-c2ccc(C)cc2)c1C,-0.2,8,0.0,-1
O=C(NN1C(=O)C2C3C=CC(C3)C2C1=O)C(O)c1ccccc1 (stereo not given),-1.3,-4,-0.1,-9
COc1ccccc1N1CCN(C(=O)NC(=O)c2ccccc2)CC1,-0.1,-1,0.0,-7
Cc1ccc(N(C)S(=O)(=O)c2ccc3[nH]cc(C(=O)NC4CCCC4)c(=O)c3c2)cc1C,-0.3,3,-0.3,9
O=C(CSc1nncn1-c1ccccc1)NC1CCCCC1,2.2,-2,-0.1,7
O=c1cnnc(Nc2cccc(C(F)(F)F)c2)[nH]1,-2.1,18,0.7,4
CCn1c(SCc2nc3ccccc3[nH]2)nnc1-c1ccccc1,-1.4,10,0.7,-9
Nc1nc(Nc2nccc3ccccc23)nc2c1ncn2Cc1ccc(C(F)(F)F)cc1,-0.5,9,0.2,-7
O=C(NNC1CC(=O)N(c2ccccc2)C1=O)c1ccccc1 (stereo not given),0.4,-18,0.0,-3

Further records follow:
SMILES,GPR151 ag,MITF primary,FBW7 activator,TEAD-YAP inh
CCOC(=O)C1=C(C)NC2=C(C(=O)CC(c3ccccc3)C2)C1c1ccc2c(c1)OCO2 (stereo not given),-0.8,-17,-0.1,0
O=C(Nc1ccc(Cl)cc1Cl)c1ccc(-n2cnnn2)cc1,0.1,8,0.3,4
COc1cc(C)c(S(=O)(=O)NCCCn2ccnc2)cc1C,-0.4,11,-0.2,-3
CCOc1ccc(C(=O)NC(=S)Nc2cccc(OC)c2)cc1[N+](=O)[O-],1.3,2,-0.1,1
C=CCOC(=O)C1=C(C)NC(=O)NC1/C=C/c1ccccc1 (stereo not given),-1.9,6,0.0,-5
N#Cc1cc(S(=O)(=O)N2CCOCC2)ccc1N1CCOCC1,-0.4,2,0.0,1
O=C(O)C1CSC(c2cccc(OCc3ccccc3Cl)c2)N1 (stereo not given),-1.7,9,0.2,-49
O=C(COC(=O)[C@H](Cc1ccccc1)NC(=O)c1ccco1)Nc1ccc2c(c1)OCO2,-2.4,24,0.2,-6
CCOC(=O)C1=C(C)N=c2s/c(=C\c3ccc(OCc4ccccc4)c(Br)c3)c(=O)n2C1c1ccc2c(c1)OCO2 (stereo not given),-1.5,13,0.4,-6
COCC(=O)NCC1Cc2cc(-c3ccc(C(C)=O)s3)cc(Cl)c2O1 (stereo not given),-0.1,4,0.0,-15
CS(=O)(=O)N1CCCC(C(=O)Nc2ccccc2F)C1 (stereo not given),-0.3,6,0.3,6
CCCCNC(=O)Cn1c(=O)n(-c2ccccc2)c(=O)c2sccc21,0.0,0,0.1,5
COCCNC(=O)c1c(NC(=O)c2ccco2)sc2c1CCCC2,0.7,2,0.0,21
Cc1nc2ccccc2nc1CN1CCC(CO)(Cc2cccc(F)c2)CC1,0.2,-11,0.0,-6
CCOc1ccc(S(=O)(=O)N2CCOCC2)cc1[N+](=O)[O-],4.1,-9,0.4,-1
Cc1ccc(Cn2nnc3c(=O)[nH]c(C4CCCN(C(=O)C(C)C)C4)nc32)cc1 (stereo not given),4.0,18,0.3,5
Cc1onc(-c2ccccc2Cl)c1C(=O)N(Cc1cccs1)Cc1cccn1C,-0.7,15,-0.1,9
CCN(CC)C(=O)c1sc(N)c(C#N)c1C,-0.2,3,0.0,5
Cc1sc2c(c1C)C(=O)NC(c1cn(Cc3ccccc3)c3ccccc13)N2 (stereo not given),6.1*,-8,-0.3,-2
Cc1nc2c(c(C)nn2-c2ccccc2)c(C)c1C,-0.3,-2,0.0,1
CC(O)CNc1nc2ccccc2n1CC(=O)NC12CC3CC(CC(C3)C1)C2 (stereo not given),0.0,-9,0.0,2
CCOc1cc(C(=O)Nc2ccc(NC(=O)C(C)C)c(OC)c2)cc(OCC)c1OCC,2.7,-5,-0.1,6
CCOC(=O)c1c(NC(=O)COc2ccc(Br)cc2)sc2c1CCC(C)C2 (stereo not given),-0.8,1,0.1,2
O=C(CNC(=O)c1ccco1)NNC(=O)CSc1nc2ccccc2s1,-2.0,-7,-0.2,3
Cc1ccc(S(=O)(=O)N(CCc2ccccc2)CC(=O)Nc2ccc(C)c(Cl)c2)cc1,0.2,3,0.3,-4
N#Cc1cccc(NC(=O)Cn2ncc3c(=O)oc4ccccc4c32)c1,-0.3,27,1.0,-8
Cc1ccc(NC(=O)N2CCOc3ccc(C)cc32)c(C)c1,1.1,1,-0.2,-16
O=C1CSC(c2ccccc2[N+](=O)[O-])N1c1cccc(C(F)(F)F)c1 (stereo not given),-0.2,4,-0.1,-3
CC1CN(CCC(=O)N2CCCCCC2)Cc2cc(Cl)ccc2O1 (stereo not given),-1.5,0,0.9,-4
CC(=O)c1ccc(NC(=O)CCNS(=O)(=O)c2cccc3nonc23)cc1,1.3,6,0.5,1

More records follow.
compound | GPR151 ag | MITF primary | FBW7 activator | TEAD-YAP inh
COc1ccc(/C=N/NC(=O)C(=O)Nc2cccc(C(=O)O)c2)cc1 | -0.3 | 0 | -0.1 | -3
CCC(Sc1nnc2c(n1)[nH]c1ccccc12)C(=O)Nc1nc2ccccc2s1 (stereo not given) | -1.3 | 10 | 0.9 | -40
CC(C)(C)NC(=O)CSc1nnnn1-c1cccc(F)c1 | 4.2 | 14 | 0.1 | -9
Cc1cc(C(=O)Nc2cccnc2)cs1 | -1.8 | 18 | 0.6 | 4
CC(C)C(=O)N=C1SC2CS(=O)(=O)CC2N1c1ccccc1C(F)(F)F (stereo not given) | 0.2 | 0 | -0.1 | -1
Cc1cccc(CN2CCC(N3CCC(C(=O)N(C)C4CCOC4)CC3)CC2)n1 (stereo not given) | -0.5 | -20 | 0.1 | -11
Fc1ccc(CNCCN2CCOCC2)cc1 | -0.1 | 9 | -0.1 | 10
Cc1nc2sccn2c(=O)c1S(=O)(=O)Nc1ccc(Cl)c(C(F)(F)F)c1 | -0.4 | 2 | 0.8 | -7
COCC(=O)Nc1nnc(SCC(=O)Nc2c(C)cccc2C)s1 | 0.4 | -9 | -0.1 | 3
COc1ccnc(Cn2ncc3c4sc(C)cc4n(C)c3c2=O)c1OC | 0.6 | 18 | 0.1 | 4
Cc1[nH]nc2c1C(c1cccc(OC(=O)c3ccco3)c1)C(C#N)=C(N)O2 (stereo not given) | -2.3 | 6 | 0.1 | 3
c1nc(SCc2ccc3c(c2)OCO3)c2c3c(sc2n1)CCCC3 | 1.3 | -4 | -0.1 | -3
CC(C)(C)c1cc(CN2CCN(c3ccccc3)CC2)cc(C(C)(C)C)c1O | 0.0 | -1 | -0.2 | 4
Cc1c(C(=O)N/N=C/c2ccc(N(C)C)cc2)nnn1-c1nonc1N | 0.7 | -3 | -0.1 | 0
CN(CCc1cnn(C)c1)c1nc2nonc2nc1NCc1cccs1 | -0.1 | 12 | 0.3 | -6
COc1ccc(C(=O)Nc2ccc(S(=O)(=O)Nc3nc(C)cc(C)n3)cc2)cc1OC | -0.2 | -3 | -0.1 | -5
C=CCNC(=S)Nc1ccc(Cl)cc1F | 0.7 | -4 | 0.1 | -8
CCN(CC)CCCNC(=O)CCC(=O)NNc1nc2ccccc2c2nc(C)nn12 | -1.3 | 22 | 0.7 | 4
CC1CCCC(NC(=O)c2ccc3c(=O)n(CC4CCCO4)c(=O)[nH]c3c2)C1C (stereo not given) | -0.3 | 3 | -0.1 | -1
COC(=O)C(CCSC)NC(=O)c1cc2c(Cl)nc3ccccc3c2s1 (stereo not given) | -1.2 | 7 | 0.1 | -4

Some entries already given, showing only MITF primary and TEAD-YAP inh:
SMILES | MITF primary | TEAD-YAP inh
c1nc(SCc2ccc3c(c2)OCO3)c2c3c(sc2n1)CCCC3 | -4 | -3
CC(C)(C)c1cc(CN2CCN(c3ccccc3)CC2)cc(C(C)(C)C)c1O | -1 | 4

Additional results.
compound | GPR151 ag | MITF primary | FBW7 activator | TEAD-YAP inh
CC(C)NC(NC(=O)c1ccco1)C(Cl)(Cl)Cl (stereo not given) | 1.1 | 8 | -0.1 | 2
CCOc1ccc(C2C(C(=O)O)c3ccccc3C(=O)N2Cc2ccc(F)cc2)cc1 (stereo not given) | -0.2 | -9 | -0.4 | -1
COc1cc(CNc2nccn3c(-c4cccc(C(N)=O)c4)cnc23)cc(OC)c1OC | 0.6 | 14 | -0.5 | 2
CCOC(=O)CCNCc1ccccc1F | -1.4 | -3 | -0.1 | -6
CC(C)(C)C(=O)N(C1CC1)C1CCN(CCc2ccccc2)CC1 | 4.1 | -8 | 0.1 | 0
Cc1cc(/C=C2\C(=N)N3N=C(C(F)(F)F)SC3=NC2=O)c(C)n1-c1ccccc1 | 0.4 | -12 | 0.0 | -1
CCOC(=O)c1c(NC(=O)c2cc(-c3ccco3)on2)sc(C(C)=O)c1C | 1.8 | 11 | 0.1 | 1
CCN(C(=O)c1ccccc1Br)c1ccccc1 | -0.9 | 4 | -0.1 | -2
Fc1ccc(C2=NN(c3ccccc3)C(c3cn(-c4ccccc4)nc3-c3cc4ccccc4o3)C2)cc1 (stereo not given) | 0.8 | 7 | 0.0 | -23
NC(=O)c1ccc(-n2nnnc2Oc2ccc3ccc(=O)oc3c2)cc1 | 0.0 | 19 | 0.1 | 11
O=C(NCCN1CCN(c2nc3c(F)cccc3s2)CC1)c1cc(Cl)sc1Cl | 0.0 | 8 | 0.0 | -6
CCOC(=O)C1(Cc2ccc(OC)cc2)CCN(C(=O)C2=CCCC2)CC1 | -1.9 | 2 | 0.0 | -5
CN(CCN1CCOCC1)Cc1c(C(=O)N(C)CCc2ccccc2)nc2sccn12 | 0.4 | -5 | 0.0 | 14
Cc1ccccc1P(=O)(CC(=O)O)c1ccccc1C | -0.6 | 0 | -0.1 | 6
CCCNc1nc(NCc2ccc3c(c2)OCO3)ncc1C | 0.0 | 7 | 0.1 | -1
Cc1cc(C)c2nc3s/c(=C\c4ccc(-c5ccccc5[N+](=O)[O-])o4)c(=O)n3c2c1 | -0.1 | 0 | -0.1 | 3
COCCn1c(=N)c(S(=O)(=O)c2ccccc2)cc2c(=O)n3ccccc3nc21 | -1.9 | 0 | -0.1 | 4
CCOC(=O)c1nnn(-c2nonc2N)c1CN1CCc2ccccc2C1 | 0.6 | 3 | -0.1 | 6

Entries above with bromine (5):
compound | GPR151 ag | MITF primary | FBW7 activator | TEAD-YAP inh
O=C(Nc1ccc(Br)cc1)C1CCN(c2ncccn2)CC1 | -0.8 | 11 | 0.2 | 3
O=C(O/C(=C/c1nc2ccccc2n1CCOc1ccc(Br)cc1)c1ccccc1)c1ccccc1 | 1.4 | 15 | -0.1 | 2
CCOC(=O)C1=C(C)N=c2s/c(=C\c3ccc(OCc4ccccc4)c(Br)c3)c(=O)n2C1c1ccc2c(c1)OCO2 (stereo not given) | -1.5 | 13 | 0.4 | -6
CCOC(=O)c1c(NC(=O)COc2ccc(Br)cc2)sc2c1CCC(C)C2 (stereo not given) | -0.8 | 1 | 0.1 | 2
CCN(C(=O)c1ccccc1Br)c1ccccc1 | -0.9 | 4 | -0.1 | -2

Screens (PubChem BioAssay)
